# Source: PubChem (PCMD)
# FXIIa single: inhibitors of human coagulation factor XIIa. P00748. purified human FXIIa, AMC substrate fluorescence, 2 h. inhibition, % at 10 µM. 0.2% of 33,000 active. AID 701; in the data active = inhibition above about 30%;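 also: 0% = enzyme with vehicle only and 100% = no enzyme blank; many of its hits are not listed in these tables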
# Target sequence (P00748 20-372 limits assumed): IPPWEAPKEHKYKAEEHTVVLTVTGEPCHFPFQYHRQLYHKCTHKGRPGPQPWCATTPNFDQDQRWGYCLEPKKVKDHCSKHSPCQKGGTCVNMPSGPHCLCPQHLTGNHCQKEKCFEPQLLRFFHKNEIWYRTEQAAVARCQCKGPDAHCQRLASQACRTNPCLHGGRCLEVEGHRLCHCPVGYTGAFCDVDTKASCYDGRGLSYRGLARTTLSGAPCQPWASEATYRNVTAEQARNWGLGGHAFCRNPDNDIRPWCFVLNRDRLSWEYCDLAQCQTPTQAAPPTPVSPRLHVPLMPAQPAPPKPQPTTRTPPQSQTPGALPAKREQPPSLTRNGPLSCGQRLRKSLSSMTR
# Target sequence (P00748 373-615 limits assumed): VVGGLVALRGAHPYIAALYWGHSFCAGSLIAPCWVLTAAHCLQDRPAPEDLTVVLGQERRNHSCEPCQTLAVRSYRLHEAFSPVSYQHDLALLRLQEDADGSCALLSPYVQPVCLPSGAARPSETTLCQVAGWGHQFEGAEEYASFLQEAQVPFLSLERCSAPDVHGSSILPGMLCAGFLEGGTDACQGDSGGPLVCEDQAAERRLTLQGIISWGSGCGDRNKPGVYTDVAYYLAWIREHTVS
# FXIa inh: blocks human coagulation factor XIa activity; P03951; purified human FXIa, fluorogenic AMC substrate cleavage; inhibition, % at 10 µM; 0.3% of 33,000 active; AID 687;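 active = inhibition above 40% in the primary screen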;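 also: 0% = enzyme without compound and 100% = blank wells lacking enzyme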
# An asterisk follows results filed as active. A portion of the library (hit frequency here may not be typical).
item	SMILES	FXIIa single	FXIa inh
1	Cc1ccc2nc(SCC(=O)Nc3ccc4c(c3)OCCO4)[nH]c2c1	12	10
2	CC(NS(=O)(=O)c1ccc(Br)cc1)C(N)=O (stereo unspecified)	5	6
3	Cc1ccc(S(=O)(=O)N2CCN(C3CC(=O)N(Cc4ccccc4)C3=O)CC2)cc1C (stereo unspecified)	5	4
4	CCCC(=O)NCCc1ccc(F)cc1	-1	-2
5	CC(C)NS(=O)(=O)c1ccc(OCC(=O)Nc2ccc(F)cc2F)cc1	10	6
6	COc1ccc(C2=NN(C)C(=NCc3ccccc3)SC2)cc1	6	8
7	CCOC(=O)NC1(NC(C)C)Oc2ccccc2O1	-2	-7
8	Cc1ccccc1OCC(=O)Nn1c(COc2ccccc2)nc2ccccc2c1=O	-5	-4
9	CCCC1C2C(=O)N(c3ccc(OC)cc3)C(=O)C2ON1c1ccccc1 (stereo unspecified)	2	-2
10	O=C(CS(=O)(=O)Cc1ccccc1)Nc1ccccn1	3	-2
11	CN1CCc2c(c3ccccc3n2C)C1	3	1
12	O=C(NC1CCCCCCC1)C1c2ccccc2C(=O)N1Cc1ccco1 (stereo unspecified)	1	2
13	COc1ccc(CN(C(=O)CSc2nnc(-c3ccc(OC)c(OC)c3)o2)c2ccc(F)cc2)cc1	0	6
14	CCn1c(SCC(=O)N2c3ccccc3Sc3ccccc32)nnc1-c1ccco1	5	2
15	CC(C)(C)c1ccc(Oc2cccc(C3CC(=O)C(C4NCCc5ccccc54)C(=O)C3n3cncn3)c2)cc1 (stereo unspecified)	3	8
16	CCOC(=O)C1=C(C)Nc2ncnn2C1c1cccs1 (stereo unspecified)	4	-8
17	COc1ccc2c(c1[N+](=O)[O-])CCC/C2=N/OC(=O)c1cccc2ccccc12	9	8
18	CCOC(=O)C1=C(C)Nc2nc(SCC)nn2C1c1ccc(OC)cc1 (stereo unspecified)	-6	-3
19	CCCc1nc2ccccc2c(C(=O)OCC(=O)Nc2ccc(S(=O)(=O)N3CCOCC3)cc2)c1CC	3	6
20	Cn1nnnc1SCC(=O)N1CCN(C(c2ccccc2)c2ccccc2)CC1	5	-4
21	COc1ccc(N2C(=O)CN=C2Nc2nc(C)cc(C)n2)cc1OC	3	1
22	COc1ccccc1-c1cn(S(=O)(=O)c2ccc(F)cc2)nc1N	-1	0
23	CCOCCCNS(=O)(=O)c1ccc2c(c1)CCN2C(=O)CC	12	13
24	CC(=O)Nc1ccc(S(=O)(=O)N2CCc3ccccc3C2)cc1	7	4
25	Cc1cccc(-c2cc3nc(C)cc(N4CC(C)CC(C)C4)n3n2)c1 (stereo unspecified)	2	1
26	C[C@]12CC[C@@H]3c4ccc(O)cc4CC[C@H]3[C@@H]1CC[C@@H]2O	7	2
27	CC1(C(=O)O)CCC(C(=O)NCCc2ccccc2)C1(C)C (stereo unspecified)	4	3
28	C=CCNc1nc(Nc2ccc(-c3nc4ccccc4o3)cc2)nc(N2CCOCC2)n1	-23	-13
29	CN(c1ccc(C(=O)N2CCOCC2)cc1)S(C)(=O)=O	7	35
30	O=C(COC(=O)c1ccccc1NC(=O)c1ccco1)Nc1ncc(Cl)cc1Cl	8	-1
31	CCn1c2ccccc2c2nnc(SCC(=O)NCc3cccs3)nc21	6	-4
32	CC(=O)Nc1ccc(NC(=O)c2ccccc2C)cc1	3	4
33	CCCc1nnc(NC(=O)Cn2c(=O)oc3cc(Br)ccc32)s1	6	7
34	COn1c(C)c(C(C)=O)c2c3nonc3ccc21	0	0
35	O=C(Nc1ccc(N2CCOCC2)cc1)C1CCCN(S(=O)(=O)c2ccccc2)C1 (stereo unspecified)	0	-3
36	Cc1ccc2c(N)c(C#N)sc2n1	7	-2
37	O=C(O)/C=C/C(=O)Nc1ccccc1C(=O)Nc1ccccc1	14	-4
38	O=C(O)c1ccc(CS(=O)(=O)Cc2ccccc2F)o1	-2	-1
39	O=C(Nc1ccc(Cl)cc1C(=O)Nc1ccc(Br)cn1)c1ccco1	6	-3
40	Cc1nc(NC(=O)CCc2ccccc2)ccc1Br	0	-2
41	O=C(CN1CCN(Cc2ccccc2)CC1)c1ccccc1	4	2
42	COc1cccc(-c2nc(OC(C)C)c3ccccc3n2)c1	9	-8
43	O=C(NCc1ccco1)c1ccc(Br)c(S(=O)(=O)N2CCCCC2)c1	-17	-1
44	Nc1nnc(C(c2ccccc2)c2ccccc2)s1	-15	34
45	CC(C)C(=O)Nc1cccc(C(=O)N2CCCCC2C)c1 (stereo unspecified)	10	2
46	CCCCCNC(=O)c1ccc2c(=O)[nH]c3c(C(=O)NCC4CCCO4)sc(=S)n3c2c1 (stereo unspecified)	7	8
47	N#CCN1CCC/C1=C\[N+](=O)[O-]	13	-2
48	O=C(CSc1ccc2ccccc2n1)c1ccc2c(c1)OCO2	3	1
49	CSCCC(=O)Nc1ccc(C(C)=O)cc1	-16	-1
50	CCOC(=O)c1sc(NC(=O)CSc2nc(-c3ccco3)cc(C(F)(F)F)n2)c(C(=O)OC(C)C)c1C	7	4
51	CC(=O)SCC(C)C(=O)NCc1ccccc1 (stereo unspecified)	2	7
52	CCn1nnnc1SCC(=O)c1ccc(C)cc1C	4	-2
53	CCN(CC)S(=O)(=O)c1ccc2c(c1)nc(SCn1nnc3ccccc3c1=O)n2CC	6	4
54	COc1ccc(CC(=O)OCC(=O)Nc2ccc(Cl)cn2)cc1	3	5
55	Cc1ccc(C(=O)Nc2ccc3c(c2)CCC3)o1	6	1
56	O=C(O)C1CC=CCC1C(=O)NCc1ccc2c(c1)OCO2 (stereo unspecified)	4	3
57	COc1ccccc1C(c1nnnn1CCc1ccccc1)N1CCCCCC1 (stereo unspecified)	3	-1
58	COc1ccc(O)c(-c2cn[nH]c2-c2cccs2)c1	5	-3
59	COc1ccc2nc(SCC(=O)c3ccco3)[nH]c2c1	7	-1
60	CC1C(O)=C(c2nc3ccccc3[nH]2)C(=N)N1c1ccccc1 (stereo unspecified)	10	6

# Continuation:
item	SMILES	FXIIa single	FXIa inh
61	CC(C)C1C(c2ccccc2)N(C)C(c2ccccc2)CC1(O)c1ccccc1 (stereo unspecified)	-2	-1
62	CC(=O)N1CC(=O)N(OCc2ccccc2)C1c1ccc(Cl)cc1Cl (stereo unspecified)	8	1
63	CSc1nccc(-c2nn(-c3ccc(C)cc3)ccc2=O)n1	14	0
64	CCc1c(C)nc2ncnn2c1N1CCCC(C(=O)NCc2ccco2)C1 (stereo unspecified)	-10	-10
65	Nc1ccccc1NC1=CC(=O)CC(c2ccco2)C1 (stereo unspecified)	4	-2
66	Cc1cccc(NS(=O)(=O)c2cccs2)c1	-10	22
67	CCc1nnc(NC(=O)c2cc(S(=O)(=O)N(CC)CC)ccc2Cl)s1	4	-7
68	Cc1ccc(NC(=O)CC(C)N2CCCC2)cc1 (stereo unspecified)	8	9
69	CCCCOc1ncnc2c1[nH]c1ccc(OC)cc12	-19	14
70	O=S(=O)(Nc1ccc(N2CCOCC2)cc1)c1cccs1	5	7
71	O=C(Nc1cc(Cl)ccc1Cl)C1CC(=O)N(c2ccc(Br)cc2)C1 (stereo unspecified)	-2	-3
72	CCN1N=C(c2ccccc2)Cn2c1nc1ccccc12	-50	8
73	CC(=O)Nc1ccccc1-c1nnc(SCc2ccccc2Cl)[nH]c1=O	13	-10
74	CC1CCc2c(nc3nc[nH]n3c2=O)C1 (stereo unspecified)	0	-8
75	Cn1c(=O)c2[nH]c(CN3CCN(Cc4ccccc4)CC3)nc2n(C)c1=O	8	-7

# Entries of single compounds, quoted from the list.
# Cc1cccc(NS(=O)(=O)c2cccs2)c1 across the screens: FXIIa single = -10; FXIa inh = 22
# CCN1N=C(c2ccccc2)Cn2c1nc1ccccc12 across the screens: FXIIa single = -50; FXIa inh = 8

# The list continues:
item	SMILES	FXIIa single	FXIa inh
76	CCOC(=O)N1CCC(N2CCN(S(=O)(=O)c3ccc(C)cc3)CC2)CC1	5	8
77	Cc1cccc(CN2CCCC(C(=O)N3CCc4ccccc4C3)C2)c1 (stereo unspecified)	0	5
78	Cc1cc(C)c(C#N)c(=N)o1	-8	2
79	Cc1ccc(NC(=O)CN2C(=O)COc3ccc(C)cc32)nc1	-2	-6
80	Cc1[nH]nc2c1C1(C(=O)Nc3ccc([N+](=O)[O-])cc31)C(C#N)=C(N)O2 (stereo unspecified)	9	5
81	CCn1c(SCC(=O)Nc2ccc(NC(=O)c3ccco3)cc2)nnc1-c1cccs1	2	-4
82	O=C(NCc1ccco1)C1CCN(c2nc3ccccc3n2Cc2ccccc2F)CC1	-17	-17
83	CCC(C)NC(=O)CSc1nnc(-c2ccoc2C)n1CC1CCCO1 (stereo unspecified)	3	0
84	COc1c2ccoc2nc2c(OC)cccc12	-9	-2
85	Cn1c(SCc2nc(-c3ccccc3)no2)nnc1-c1ccco1	2	-5
86	COc1ccc(-c2nc(N3CCC(C)CC3)[nH]c(=O)c2C#N)cc1	6	2
87	CC1CCCCN1C(=O)COC(=O)c1n[nH]c2ccccc12 (stereo unspecified)	-2	-13
88	CNCCOc1ccccc1-c1ccccc1	3	-6
89	Cc1ccccc1-c1nc(-c2ccc(NC(=O)c3ccc4c(c3)OCO4)cc2)no1	7	1
90	O=C(CSc1nc(O)c(Cc2ccccc2)c(=O)n1-c1ccccc1)N1CCOCC1	11	8
91	CC(=O)Oc1ccc(Oc2ccc(-c3noc(C)n3)cc2)cc1	-7	3
92	CCNC(=O)N1CCOCC1	-8	-1
93	O=C(CCCN1C(=O)c2ccccc2C1=O)Nc1c2c(nc3c1CCC3)CCC2	-14	-2
94	Cc1ccccc1OCCN1C(=O)NC2(CCCc3ccccc32)C1=O (stereo unspecified)	-13	-1
95	COc1ccccc1NC(=S)NCCc1ccccc1	3	-27
96	CCOC(=O)c1ccc(NC(=O)Nc2c(C)nn(C)c2C)cc1	1	-4
97	CCN(CC)C(=O)COc1ccc2oc(C)c(C(=O)OC(C)C)c2c1	6	7
98	CCC(C(=O)Nc1ccccc1C(=O)N1CCCC1)N1C(=O)c2ccccc2C1=O (stereo unspecified)	7	-1
99	Cc1ccc2nc(Nc3nc(CSc4nnnn4-c4ccccc4)cc(=O)[nH]3)nc(C)c2c1	2	14
100	CN(C)C=NC(=O)/C(C#N)=C1\CCc2ccccc2N1	9	2
101	COc1ccc(C2CC3(CC(C)(C)NC(=O)N3)Oc3cc(O)ccc32)cc1 (stereo unspecified)	7	0
102	Cc1ccc(NC(=O)N2CCC(O)(c3cccnc3)CC2)cc1	8	-8
103	O=C(NCc1ccccc1)[C@@H]1CSC2c3ccccc3C(=O)N21 (stereo partly specified)	1	-7
104	CCCC1C2C(=O)N(c3ccccc3)C(=O)C2ON1c1ccccc1 (stereo unspecified)	3	-6
105	CCOc1cc(C(=O)Nc2ncccn2)cc(OCC)c1OCC	4	4

# A draw from above in order of formula weight, ascending:
item	SMILES	FXIIa single	FXIa inh
78	Cc1cc(C)c(C#N)c(=N)o1	-8	2
92	CCNC(=O)N1CCOCC1	-8	-1
11	CN1CCc2c(c3ccccc3n2C)C1	3	1
4	CCCC(=O)NCCc1ccc(F)cc1	-1	-2
55	Cc1ccc(C(=O)Nc2ccc3c(c2)CCC3)o1	6	1
65	Nc1ccccc1NC1=CC(=O)CC(c2ccco2)C1 (stereo unspecified)	4	-2
2	CC(NS(=O)(=O)c1ccc(Br)cc1)C(N)=O (stereo unspecified)	5	6
63	CSc1nccc(-c2nn(-c3ccc(C)cc3)ccc2=O)n1	14	0
102	Cc1ccc(NC(=O)N2CCC(O)(c3cccnc3)CC2)cc1	8	-8
103	O=C(NCc1ccccc1)[C@@H]1CSC2c3ccccc3C(=O)N21 (stereo partly specified)	1	-7
80	Cc1[nH]nc2c1C1(C(=O)Nc3ccc([N+](=O)[O-])cc31)C(C#N)=C(N)O2 (stereo unspecified)	9	5
9	CCCC1C2C(=O)N(c3ccc(OC)cc3)C(=O)C2ON1c1ccccc1 (stereo unspecified)	2	-2
18	CCOC(=O)C1=C(C)Nc2nc(SCC)nn2C1c1ccc(OC)cc1 (stereo unspecified)	-6	-3
20	Cn1nnnc1SCC(=O)N1CCN(C(c2ccccc2)c2ccccc2)CC1	5	-4
30	O=C(COC(=O)c1ccccc1NC(=O)c1ccco1)Nc1ncc(Cl)cc1Cl	8	-1
14	CCn1c(SCC(=O)N2c3ccccc3Sc3ccccc32)nnc1-c1ccco1	5	2
3	Cc1ccc(S(=O)(=O)N2CCN(C3CC(=O)N(Cc4ccccc4)C3=O)CC2)cc1C (stereo unspecified)	5	4

# Further structures.
item	SMILES	FXIIa single	FXIa inh
106	Cc1ccc(NC2SC(=O)N(Cc3cccc(C(=O)O)c3)C2=O)cc1 (stereo unspecified)	2	2
107	O=C(CSc1nnc(-c2ccc(OC(F)F)cc2)o1)NCc1cccs1	6	-9
108	CCOC(=O)Nc1ccc2c(CN3C(=O)NC(CC)(CC)C3=O)cc(=O)oc2c1	-7	-7
109	Cc1ccc(-c2nnc(SCC(=O)n3c4c(c5ccccc53)CCCC4)o2)cc1	7	-9
110	CC(C)OC(=O)Cn1c(=O)oc2ccccc21	4	6
111	Cc1nc(SCC(=O)NCCc2ccccc2)nc(C)c1C	7	13
112	Cc1ccc(Nc2cc(C)nc(N3CCOCC3)n2)cc1	10	1
113	O=C(CCn1nnc2ccccc21)Nc1nnc(COc2ccccc2F)s1	7	6
114	O=c1[nH]ncc(NCCCO)c1Cl	7	-2
115	c1ccc2c(c1)nc1n2CCN1	4	-2
116	CC1CCCN(Cc2cccc(Oc3ccccc3)c2)C1 (stereo unspecified)	8	-3
117	Cc1ccc(S(=O)(=O)N(C)CC(O)Cn2c3ccccc3c3ccccc32)cc1 (stereo unspecified)	-10	25
118	CCS(=O)(=O)c1ccc2oc(Nc3cc(C)cc(C)c3)nc2c1	-19	20
119	Cc1ccc2c(c1)-c1c(ssc1=S)C(C)(C)N2C(=O)c1ccco1	8	7
120	Oc1c(Br)cc(C2N=C(c3ccccc3)NO2)cc1Br (stereo unspecified)	4	0
121	CC(=O)Nc1ccc(S(=O)(=O)N2CCN(C(C)CCc3ccccc3)CC2)cc1 (stereo unspecified)	3	-4
122	O=C(CSc1nnc(NC2CCCCC2)s1)Nc1ccc(N2CCOCC2)cc1	4	1
123	CC(CNC(=O)C1CCCCC1C(=O)O)c1ccccc1 (stereo unspecified)	3	2
124	CC(CNCC1CCCO1)COc1ccccc1 (stereo unspecified)	4	-9
